FadD28 FP inh: inhibitors of Mycobacterium tuberculosis FadD28 bisubstrate binding. FadD28 bisubstrate probe binding, fluorescence polarization. inhibition, % at 12.5 µM. 360,000 compounds, 0.22% hits; in the data active means inhibition above about 8.5%, passing the limit was not always enough; inconclusive means no clear call, values can overlap the other calls
UGM FP inh: inhibitors of M. tuberculosis UDP-galactopyranose mutase; purified UGM, fluorescence polarization probe displacement; inhibition, % at 10 µM; 320,000 compounds, 0.06% hits; in the data active means inhibition above about 10%, passing the limit was not always enough; inconclusive means no clear call, values can overlap the other calls
Target sequence (P9WIQ1 whole entry, looked up): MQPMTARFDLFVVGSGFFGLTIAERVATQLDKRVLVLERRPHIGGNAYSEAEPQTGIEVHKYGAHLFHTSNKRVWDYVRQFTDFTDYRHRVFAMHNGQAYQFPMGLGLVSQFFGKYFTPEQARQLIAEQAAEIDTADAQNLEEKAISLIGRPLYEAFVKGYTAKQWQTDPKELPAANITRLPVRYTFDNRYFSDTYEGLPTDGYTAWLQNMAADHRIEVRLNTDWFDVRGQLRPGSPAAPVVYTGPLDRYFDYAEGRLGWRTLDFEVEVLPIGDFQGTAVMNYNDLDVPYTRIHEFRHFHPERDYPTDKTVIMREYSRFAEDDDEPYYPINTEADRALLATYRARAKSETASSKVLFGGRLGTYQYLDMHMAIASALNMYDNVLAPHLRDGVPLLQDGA
GDH-TPI counter: inhibits GDH-TPI coupling enzymes, artifact for Mtb FBA screen. GDH-TPI coupled enzyme counterscreen, NADH absorbance. AID 588335. 360,000 compounds, 1.2% hits. inhibition, % at 4.8 µM;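 further: 0% = DMSO wells and 100% = wells lacking the enzyme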
PrPC surface inh: cell surface PrPC inhibition, primary TR-FRET screen | P04156 | TR-FRET read-out | inhibition, % at 13.8 µM | 370,000 compounds, 0.43% hits | AID 720596; in the data active means inhibition above about 24%; further: 0% = median of the test wells and 100% = reference compound wells
BoNT-A LC inh2: BoNT A light chain protease inhibition; inhibition, % at 10 µM; multiplex microsphere protease substrate cleavage, flow cytometry; 360,000 compounds, 0.17% hits; in the data active means inhibition above about 30%; inconclusive means no clear call, values can overlap the other calls; further: plate controls were buffer without enzyme for full effect and enzyme alone for no effect
BoNT-F LC inh: BoNT F light chain protease inhibition; AID 588497; 360,000 compounds, 0.22% hits; inhibition, % at 10 µM; Multiplex microsphere protease cleavage assay, flow cytometry; in the data active means inhibition above about 35%, passing the limit was not always enough; inconclusive means no clear call, values can overlap the other calls; further: plate controls were buffer without enzyme for full effect and enzyme alone for no effect
CCHFV vOTU inh: CCHFV vOTU protease inhibition | 370,000 compounds, 0.55% hits | inhibition, % at 11.5 µM | Pep-AMC fluorescence; further: 0% = vehicle wells with enzyme and 100% = no enzyme wells
Mtb FBA inh: Mtb fructose-bisphosphate aldolase inhibition; P9WQA3; purified M. tuberculosis FBA, fluorescence read-out; inhibition, % at 1 µM; 360,000 compounds, 2.3% hits; in the data active means inhibition above about 27%;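 further: 0% = vehicle and 100% = reference inhibitor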
Target sequence (P9WQA3 whole entry, looked up): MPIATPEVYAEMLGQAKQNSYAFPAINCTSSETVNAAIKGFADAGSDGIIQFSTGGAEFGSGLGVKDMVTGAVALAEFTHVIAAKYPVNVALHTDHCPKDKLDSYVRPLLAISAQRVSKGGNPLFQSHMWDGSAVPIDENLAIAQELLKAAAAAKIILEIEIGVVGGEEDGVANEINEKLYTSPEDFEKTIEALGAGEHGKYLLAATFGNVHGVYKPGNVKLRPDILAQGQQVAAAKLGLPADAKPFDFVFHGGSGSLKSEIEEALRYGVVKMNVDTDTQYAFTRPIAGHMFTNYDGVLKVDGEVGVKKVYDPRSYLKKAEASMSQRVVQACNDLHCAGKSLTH
BioA inh: blocks M. tuberculosis BioA enzyme activity. purified M. tuberculosis BioA enzyme, plate reader. inhibition, % at 9.99 µM. 360,000 compounds, 0.096% hits. AID 602481; in the data active means inhibition above about 40%; inconclusive means no clear call, values can overlap the other calls
Active calls of the source: *; ? = inconclusive; nt = no result given. Unless noted, no stated cut-off is given here; in the data, active means inhibition above about 30%; inactive means the rest. No enrichment for hits; 4.8% or so of the library scored in one or more.

The first 18 records as a preview:
SMILES	FadD28 FP inh	UGM FP inh	GDH-TPI counter	PrPC surface inh	BoNT-A LC inh2	BoNT-F LC inh	CCHFV vOTU inh	Mtb FBA inh	BioA inh
COc1ccccc1OCCNC(=O)C(=O)c1c[nH]c2ccccc12	-3.3	-1.6	17	6	-0.6	0	-5	2	-1.1
O=C(CSc1ccc2nnc(CCNC(=O)c3ccccc3)n2n1)Nc1ccc(F)cc1F	-23	-1.4	-1	-5	0.8	7	1	0	1.0
O=C(O)CCCCCNCc1c(Cl)cccc1Cl	-3.7	-0.4	4	-2	-0.4	2	2	-5	nt
Cc1ccc(SCCC(=O)NC(C)(C)C)cc1	-3.1	1.6	-7	3	1.5	12	-8	5	0.0
CCOC(=O)C(NC(=O)Nc1ccc(C(N)=O)cc1)(c1ccccc1)C(F)(F)F (stereo not drawn)	-3.0	2.8	4	-1	-0.2	-2	-13	-3	1.6
CCCn1c(-c2cccs2)nc2c1c(=O)[nH]c(=O)n2Cc1ccccc1	-3.2	1.4	6	4	0.3	-6	0	33*	1.5
Cn1c(=O)c2c(Nc3ccc(F)cc3)cc(=O)n(-c3ccccc3)c2n(C)c1=O	-2.7	-0.3	4	-3	0.3	-3	-3	2	-1.2
COCCN(C(=O)CCC(=O)Nc1ccccn1)C(C(=O)NC1CCCC1)c1ccc(OC)cc1 (stereo not drawn)	-3.0	0.5	-7	7	-0.8	-9	1	-2	-1.5
CCn1nc(C)c(NC(=O)c2ccc(Cl)cc2)c1C	-0.6	0.9	2	2	0.3	-2	-3	3	nt
CC1CCN(C(=O)c2ccc3c(c2)C(=O)c2ccccc2-3)CC1	-0.2	nt	4	-3	0.5	-4	-5	0	-2.1
CCc1ccc(Nc2n[n+](-c3ccccc3)c(-c3ccc(SC)cc3)s2)cc1	-2.2	-2.7	12	-9	0.8	-14	14	-1	-1.0
CC(=O)S[C@@H]1CC2=CC(=O)CC[C@]2(C)[C@H]2CC[C@@]3(C)[C@@H](CC[C@@]34CCC(=O)O4)[C@H]12	-1.8	-3.7	0	-7	-0.6	-11	7	6	12
CCCCC(=O)C1=C(N2CCCC2)CC(C)(C)CC1=O	1.2	1.8	7	-3	-0.2	6	7	4	1.2
CN(C)C(=O)c1cccc(-c2cnc3c(NC=O)cc(-c4cccc(F)c4)cn23)c1	-3.5	nt	12	-10	-0.1	-10	7	4	7.5
Cc1cc(C)n2nc(SCC(=O)N3CCC(C(=O)O)CC3)nc2n1	-0.2	-1.4	5	-2	0.3	-1	-9	3	nt
O=C(CN1C(=O)C2C3C=CC(C3)C2C1=O)Nc1ccc(S(=O)(=O)N2CCCCC2)cc1 (stereo not drawn)	1.0	0.6	3	5	-0.1	-3	0	-7	nt
O=C(CCn1c(=O)oc2ccccc21)n1c(=O)oc2ccccc21	-3.0	0.1	10	1	-0.5	-18	0	-2	0.1
Cc1cc(C)c(NC(=O)CSc2nnc(-c3ccco3)n2N)c(C)c1	-0.3	1.8	2	0	1.9	15	10	1	-0.6

The listing (from the top)
SMILES	FadD28 FP inh	UGM FP inh	GDH-TPI counter	PrPC surface inh	BoNT-A LC inh2	BoNT-F LC inh	CCHFV vOTU inh	Mtb FBA inh	BioA inh
COc1ccccc1OCCNC(=O)C(=O)c1c[nH]c2ccccc12	-3.3	-1.6	17	6	-0.6	0	-5	2	-1.1
O=C(CSc1ccc2nnc(CCNC(=O)c3ccccc3)n2n1)Nc1ccc(F)cc1F	-23	-1.4	-1	-5	0.8	7	1	0	1.0
O=C(O)CCCCCNCc1c(Cl)cccc1Cl	-3.7	-0.4	4	-2	-0.4	2	2	-5	nt
Cc1ccc(SCCC(=O)NC(C)(C)C)cc1	-3.1	1.6	-7	3	1.5	12	-8	5	0.0
CCOC(=O)C(NC(=O)Nc1ccc(C(N)=O)cc1)(c1ccccc1)C(F)(F)F (stereo not drawn)	-3.0	2.8	4	-1	-0.2	-2	-13	-3	1.6
CCCn1c(-c2cccs2)nc2c1c(=O)[nH]c(=O)n2Cc1ccccc1	-3.2	1.4	6	4	0.3	-6	0	33*	1.5
Cn1c(=O)c2c(Nc3ccc(F)cc3)cc(=O)n(-c3ccccc3)c2n(C)c1=O	-2.7	-0.3	4	-3	0.3	-3	-3	2	-1.2
COCCN(C(=O)CCC(=O)Nc1ccccn1)C(C(=O)NC1CCCC1)c1ccc(OC)cc1 (stereo not drawn)	-3.0	0.5	-7	7	-0.8	-9	1	-2	-1.5
CCn1nc(C)c(NC(=O)c2ccc(Cl)cc2)c1C	-0.6	0.9	2	2	0.3	-2	-3	3	nt
CC1CCN(C(=O)c2ccc3c(c2)C(=O)c2ccccc2-3)CC1	-0.2	nt	4	-3	0.5	-4	-5	0	-2.1
CCc1ccc(Nc2n[n+](-c3ccccc3)c(-c3ccc(SC)cc3)s2)cc1	-2.2	-2.7	12	-9	0.8	-14	14	-1	-1.0
CC(=O)S[C@@H]1CC2=CC(=O)CC[C@]2(C)[C@H]2CC[C@@]3(C)[C@@H](CC[C@@]34CCC(=O)O4)[C@H]12	-1.8	-3.7	0	-7	-0.6	-11	7	6	12
CCCCC(=O)C1=C(N2CCCC2)CC(C)(C)CC1=O	1.2	1.8	7	-3	-0.2	6	7	4	1.2
CN(C)C(=O)c1cccc(-c2cnc3c(NC=O)cc(-c4cccc(F)c4)cn23)c1	-3.5	nt	12	-10	-0.1	-10	7	4	7.5
Cc1cc(C)n2nc(SCC(=O)N3CCC(C(=O)O)CC3)nc2n1	-0.2	-1.4	5	-2	0.3	-1	-9	3	nt
O=C(CN1C(=O)C2C3C=CC(C3)C2C1=O)Nc1ccc(S(=O)(=O)N2CCCCC2)cc1 (stereo not drawn)	1.0	0.6	3	5	-0.1	-3	0	-7	nt
O=C(CCn1c(=O)oc2ccccc21)n1c(=O)oc2ccccc21	-3.0	0.1	10	1	-0.5	-18	0	-2	0.1
Cc1cc(C)c(NC(=O)CSc2nnc(-c3ccco3)n2N)c(C)c1	-0.3	1.8	2	0	1.9	15	10	1	-0.6
COc1ccc(NS(=O)(=O)c2ccc(NC(=S)NCC3CCCO3)cc2)cc1 (stereo not drawn)	-0.7	-1.2	4	-1	-1.3	0	13	2	-0.5
CC(C)(C)C(=O)c1c(N)[nH]c(C(=O)c2ccccc2)c1-c1ccc(F)cc1	nt	nt	nt	0	1.2	8	3	nt	nt

The closing two entries of the section before come first, to join the parts:
SMILES	FadD28 FP inh	UGM FP inh	GDH-TPI counter	PrPC surface inh	BoNT-A LC inh2	BoNT-F LC inh	CCHFV vOTU inh	Mtb FBA inh	BioA inh
COc1ccc(NS(=O)(=O)c2ccc(NC(=S)NCC3CCCO3)cc2)cc1 (stereo not drawn)	-0.7	-1.2	4	-1	-1.3	0	13	2	-0.5
CC(C)(C)C(=O)c1c(N)[nH]c(C(=O)c2ccccc2)c1-c1ccc(F)cc1	nt	nt	nt	0	1.2	8	3	nt	nt
COC(=O)[C@]12CCCCC=C1N(Cc1cccc3ccccc13)C(=O)[C@H](CC(=O)N1CCN(C(=O)C3CC3)CC1)C2	nt	nt	nt	6	0.5	2	5	nt	nt
C/C(=N/NC(=O)c1ccc(O)cc1)c1cccc([N+](=O)[O-])c1	0.0	1.2	6	7	0.0	-9	17	-1	nt
Cc1noc(C)c1S(=O)(=O)N1CCC(C(=O)N2CCN(Cc3ccc4c(c3)OCO4)CC2)CC1	-4.7	-1.6	-5	1	0.1	3	4	-1	-1.1
COc1ccccc1C(CNc1nc(C(F)(F)F)nc2ccccc12)N(C)C (stereo not drawn)	-4.3	-6.2	7	2	-2.4	-12	14	-1	-0.8
O=C(NCCc1ccc(F)cc1)c1cc([N+](=O)[O-])ccc1N1CCOCC1	-1.6	0.6	3	-34	-0.1	-4	4	-3	-0.2
O=C(CCC1CCCC1)NCc1cccs1	0.4	-3.8	8	-2	-0.8	-22	12	5	-0.3
CC(C)CCNC(=O)C1CC(c2ccc(C(F)(F)F)cc2)=NO1 (stereo not drawn)	1.1	2.9	3	-1	-0.4	-10	10	4	-8.6
CCC(C)Oc1cccc(C(=O)Nc2ccccc2N2CCOCC2)c1 (stereo not drawn)	-3.5	0.4	1	-2	-1.1	3	7	1	2.1
Cc1cc(NC2CCCCC2)nc(NCc2ccccc2)n1	-3.9	2.4	6	14	-0.2	2	5	3	4.8
O=C(NCc1cccc(Cl)c1)C1Cc2c(-c3ccccc3Oc3ccccc3)ccnc2O1 (stereo not drawn)	-1.5	nt	11	-1	-0.5	-4	3	1	-1.0
c1ccc2c3c([nH]c2c1)CNCC3	-2.5	-2.9	1	-5	-0.9	-11	0	3	0.5
CCc1ccc(C(=O)CN(C#N)c2nc(C)cc(C)n2)cc1	0.8	0.4	2	4	0.1	3	15	-7	1.1
CN(CC(=O)NC1CCCCC1)S(=O)(=O)c1cccc2cccnc12	-0.5	-0.1	12	3	-1.0	-9	0	4	-1.1
O=C1c2ccccc2S(=O)(=O)c2cc(N3CCOCC3)ccc21	-2.0	-1.4	14	-42	5.2	15	7	-17	-4.2
Cc1ccsc1/C=N/NC(=O)c1nnn(-c2nonc2N)c1CSc1ccccc1	-0.9	-1.3	1	-2	0.2	1	16	3	-0.4
O=C(OCCN1C(=O)c2ccccc2C1=O)c1cccc(OC(F)F)c1	-1.5	-0.1	9	2	0.4	8	22	1	-1.3
CCc1ccc(NS(=O)(=O)c2cc(OC)ccc2OC)cc1	-3.6	-1.4	5	0	0.7	-4	-3	-2	nt
CCOc1ccccc1NC(=O)CCc1c(C)nn(-c2ccc(N3CCCCC3)nn2)c1C	-2.5	2.3	-4	6	-0.4	-2	-8	-3	nt
Cc1cc(C)c2c(-n3cccc3)c(C(=O)O)sc2n1	-0.3	1.1	2	2	-0.8	3	-5	-1	2.5
CC1CC(C)(C)NC(=S)N1CCCC(=O)NCCc1ccc(Cl)cc1 (stereo not drawn)	-0.1	1.0	9	4	-1.5	-2	7	-4	nt
CCN(CC(=O)Nc1ccc(OC)cc1)C(=O)c1cc([N+](=O)[O-])ccc1N1CCOCC1	0.1	2.8	16	-24	0.4	-1	8	-3	1.5
OCCC1CN(Cc2nc3ccccc3s2)CCN1C1CCCC1 (stereo not drawn)	-2.5	1.4	13	-2	-0.3	-2	7	6	-2.8
CCOc1ccccc1N1CCN(S(=O)(=O)c2cccs2)CC1	-2.7	0.0	2	6	0.2	3	4	0	-0.6
CC1(C)CC(NC(=O)C(F)(F)F)CC(C)(C)N1OC(=O)c1ccco1	-1.8	-2.2	12	-12	-0.4	4	-4	-5	-0.1
CCOc1cc(C(=O)NCc2ccc(C)cc2)ccc1OCC(=O)N1CCOCC1	-0.8	-2.3	-3	-5	0.4	1	-15	1	nt
CC(NC(=O)c1ccncc1)c1ccc(Br)cc1 (stereo not drawn)	-4.4	1.8	-9	0	-0.6	?	-2	-1	0.0
CN(C)c1ccc(/C=N/NC(=O)CNC(=O)c2ccc3c(c2)OCCO3)cc1	0.4	-2.8	40*	6	0.0	-1	-18	24	nt
CN(C)CCN(C(=O)CN1C(=O)c2ccccc2C1=O)c1nc2cc3c(cc2s1)OCO3	-0.4	-2.4	4	-2	0.0	4	12	1	-0.2
CCC(=O)N1CCC(C)(C(=O)NCc2ccc(F)cc2)C1 (stereo not drawn)	-1.6	nt	-4	-3	-0.2	0	-5	2	1.3
Cc1cc(C)cc(NC(=O)CSc2nnc(-c3ccc(S(=O)(=O)N4CCCC4)cc3)o2)c1	-3.1	0.6	-8	9	0.5	2	1	0	nt
COc1ccc(CCN(C)CCC(=O)Nc2c(C)cc(C)cc2C)cc1OC	-0.6	-1.3	7	2	0.6	4	-1	4	-0.2
COc1ccccc1NC1=NC(CO)(CO)CS1	-1.7	-2.3	-5	4	nt	nt	7	0	-1.1
CCC(=O)Nc1ccc(C(=O)NNC(=O)c2ccc([N+](=O)[O-])cc2)cc1	1.4	1.3	3	-16	-2.1	-14	-16	0	-1.4

From PubChem BioAssay
